hIAP block = human IAP inhibition | inhibition, % at 10 µM | P09923 | actives 0.12% (n = 330,000) | purified IAP, CDP-Star luminescence, 30 min;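 active = inhibition reaching a set limit with compound at 10 µM in the primary screen, cut at about 35% in these data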;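 note: plate controls were DMSO wells with enzyme for no effect and no-enzyme buffer wells for full effect; values of inactives mirror those of a sister screen read the other way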
MPTP block = blocks calcium-induced mitochondrial swelling; isolated mouse mitochondria, Ca2+ swelling absorbance, 30 min; inhibition, % at 10 µM; actives 1.4% (n = 360,000);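 active = inhibition of 50% or more, scaled per plate between neutral and stimulator controls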;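 note: 0% = DMSO wells given calcium and 100% = 1 mM EGTA wells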
mIAP inh = blocks mouse intestinal alkaline phosphatase | actives 0.2% (n = 330,000) | inhibition, % at 10 µM | purified mouse IAP, CDP-Star luminescence, 30 min | AID 2806;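 active = inhibition of at least 40% at 10 µM in the primary screen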;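 note: plate controls were DMSO with enzyme for no effect and no enzyme wells for full effect; values of inactives mirror those of a sister screen read the other way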
ATG4B inh = blocks human ATG4B protease cleavage of LC3 substrate; inhibition, % at 8.33 µM; Q9Y4P1; ATG4B cleavage of LC3-PLA2, NBD-HPC fluorescence, 1 h; actives 0.51% (n = 340,000); in the data active = inhibition above about 40%
Target sequence (Q9Y4P1 whole entry, looked up): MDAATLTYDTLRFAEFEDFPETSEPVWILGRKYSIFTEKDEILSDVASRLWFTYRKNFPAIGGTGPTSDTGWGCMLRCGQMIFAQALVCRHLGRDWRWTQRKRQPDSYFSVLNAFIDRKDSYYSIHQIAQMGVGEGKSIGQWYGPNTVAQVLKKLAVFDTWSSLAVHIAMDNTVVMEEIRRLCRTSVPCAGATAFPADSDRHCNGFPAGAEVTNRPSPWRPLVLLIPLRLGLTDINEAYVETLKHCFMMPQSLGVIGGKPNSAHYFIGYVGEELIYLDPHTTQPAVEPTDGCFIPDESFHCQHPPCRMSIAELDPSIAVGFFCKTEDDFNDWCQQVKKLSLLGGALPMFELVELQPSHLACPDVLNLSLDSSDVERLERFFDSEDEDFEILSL
beta cell repl = MIN6 beta-cell proliferation induction; MIN6 cells proliferation, ATPlite luminescence, 48 h; cells starved in 0.2% serum; 100% = growth in 10% serum; actives 0.29% (n = 330,000); proliferation, % at 10 µM;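 active = compounds whose signal lies at least 3.5 SD above the mean of all wells on their plate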;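 note: 0% = DMSO-treated cells in low-serum medium and 100% = 10% serum control; some compounds called inactive have numbers as strong as hits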
A3G deaminase = inhibitors of human APOBEC3G DNA deaminase; recombinant A3G, ssDNA deamination FAM/TAMRA fluorescence; inhibition, % at 20 µM; Q9HC16; actives 0.28% (n = 330,000);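 active = inhibition of at least 40% at 20 µM, with no more than 30% in the related APOBEC3A deaminase screen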;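 note: plate controls were DMSO wells with A3G for no effect and wells lacking A3G enzyme for full effect; some compounds called inactive have numbers as strong as hits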
Target sequence (Q9HC16 whole entry, looked up): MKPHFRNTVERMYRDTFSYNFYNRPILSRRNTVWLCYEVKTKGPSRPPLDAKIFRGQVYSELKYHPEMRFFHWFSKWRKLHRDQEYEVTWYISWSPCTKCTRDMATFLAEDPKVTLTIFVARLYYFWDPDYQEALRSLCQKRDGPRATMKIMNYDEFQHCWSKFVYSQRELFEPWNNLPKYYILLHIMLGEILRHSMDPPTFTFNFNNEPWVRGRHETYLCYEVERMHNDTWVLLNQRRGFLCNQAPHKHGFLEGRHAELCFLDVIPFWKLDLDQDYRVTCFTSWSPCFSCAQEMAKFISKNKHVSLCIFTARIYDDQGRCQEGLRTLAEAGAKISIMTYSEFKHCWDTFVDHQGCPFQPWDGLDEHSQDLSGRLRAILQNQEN
hIAP activ = increases human intestinal alkaline phosphatase activity. purified human IAP, CDP-Star luminescence, 30 min; hits give high values; 1 = vehicle-only enzyme, 0 = enzyme-free background. activation factor at 10 µM. actives 0.16% (n = 330,000). AID 2524;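 active = activation factor of the enzyme at least 2-fold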; note: the source names both 10 and 20 µM as test concentration; values of inactives mirror those of a sister screen read the other way
mIAP act = mouse IAP activation. muIAP, CDP-Star luminescence, 30 min; hits give high values; 1 = vehicle-only enzyme signal, 0 = enzyme-free wells. actives 0.24% (n = 330,000). activation factor at 10 µM;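 active = activation factor of at least 2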; note: the source names both 10 and 20 µM as test concentration; values of inactives mirror those of a sister screen read the other way
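System: mouse IAP enzyme. Reagent: CDP-Star chemiluminescent phosphatase substrate. Benchmarks: DMSO wells, no-enzyme wells. Times: 30 min enzyme-substrate-compound incubation at room temperature. Detection: luminescence from enzymatic CDP-Star hydrolysis. Doses: test compounds delivered from DMSO solution.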
APOBEC3A inh = human APOBEC3A DNA deaminase inhibition. P31941. recombinant A3A, FAM/TAMRA ssDNA deamination fluorescence. inhibition, % at 20 µM. actives 0.41% (n = 330,000). AID 493011;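 active = at least 40% inhibition at 20 µM here, with at most 30% in a related deaminase screen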;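 note: plate controls were A3A with DMSO for no effect and wells lacking A3A enzyme for full effect; some results filed as inactive read as strong as hits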
Target sequence (P31941 whole entry, looked up): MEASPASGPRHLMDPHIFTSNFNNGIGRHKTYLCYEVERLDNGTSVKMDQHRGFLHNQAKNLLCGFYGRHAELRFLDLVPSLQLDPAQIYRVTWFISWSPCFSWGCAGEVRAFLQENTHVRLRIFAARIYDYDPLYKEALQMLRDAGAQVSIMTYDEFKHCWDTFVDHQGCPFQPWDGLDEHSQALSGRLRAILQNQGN
* = called active by the depositor.

For CC(C)(C)C(=O)O/N=C(\N)c1ccc(-c2csnn2)cc1 the results were hIAP block 6, MPTP block 0.7, mIAP inh -3, ATG4B inh -4, beta cell repl 1, A3G deaminase -2, hIAP activ 0.94, mIAP act 1 and APOBEC3A inh -2.
CC(=O)Nc1ccc(C)cc1 was read as hIAP block 3, MPTP block -1.8, mIAP inh 0, ATG4B inh -1, beta cell repl -2, A3G deaminase -7, hIAP activ 0.97, mIAP act 1 and APOBEC3A inh 2.
Screening CC(SCC(=O)Nc1ccccc1)c1nc2ccccc2c(=O)[nH]1 (configuration not stated) returned hIAP block -11, MPTP block -0.5, mIAP inh 12, ATG4B inh 6, beta cell repl -1, A3G deaminase -2, hIAP activ 1.1, mIAP act 0.88 and APOBEC3A inh 1.
`CC(C)c1ccccc1NC(=O)COC(=O)c1ccc(Cl)c(S(=O)(=O)N2CCCCCC2)c1` gave hIAP block 5, MPTP block 15, mIAP inh -1, ATG4B inh -9, beta cell repl -1, A3G deaminase -11, hIAP activ 0.95, mIAP act 1 and APOBEC3A inh 1.
For CCOc1ccc(C(=O)C(c2ccccc2)N2CCOCC2)cc1 (configuration not stated) the results were hIAP block -6, MPTP block -5.9, mIAP inh 1, ATG4B inh -1, beta cell repl -2, A3G deaminase -1, hIAP activ 1.1, mIAP act 0.99 and APOBEC3A inh -7.
For O=C(NC1CCS(=O)(=O)C1)c1cccc(S(=O)(=O)N2CCOCC2)c1 (configuration not stated) the results were hIAP block -1, MPTP block -1.4, mIAP inh -6, ATG4B inh -1, beta cell repl -1, A3G deaminase -3, hIAP activ 1, mIAP act 1.1 and APOBEC3A inh -2.
Screening Nc1ccc(Br)cc1C(NCC(=O)O)c1ccccc1 (configuration not stated) returned hIAP block -17, MPTP block -1.5, mIAP inh 9, ATG4B inh -3, beta cell repl 0, A3G deaminase -7, hIAP activ 1.2, mIAP act 0.91 and APOBEC3A inh -2.
Screening CC(=O)c1cccc(S(=O)(=O)NC(C)C2CC3CCC2C3)c1 (configuration not stated) returned hIAP block -2, MPTP block -0.7, mIAP inh -2, ATG4B inh 2, beta cell repl 0, A3G deaminase -5, hIAP activ 1, mIAP act 1 and APOBEC3A inh 1.
For Cc1nc2nc(C)c(NS(=O)(=O)c3ccc(Cl)s3)c(=O)n2[nH]1 the results were hIAP block 8, MPTP block 0.5, mIAP inh 8, ATG4B inh 4, beta cell repl 0, A3G deaminase -3, hIAP activ 0.92, mIAP act 0.92 and APOBEC3A inh -1.
Screening COc1ccc(S(=O)(=O)NCCCN2CCOCC2)cc1F returned hIAP block 6, MPTP block -0.5, mIAP inh 1, ATG4B inh 4, beta cell repl 3, A3G deaminase -10, hIAP activ 0.94, mIAP act 0.99 and APOBEC3A inh -4.
Screening O=C(COC(=O)C1CCC(=O)N1)Nc1ccc(Oc2ccccc2)cc1 (configuration not stated) returned hIAP block -21, MPTP block -1.5, mIAP inh 5, ATG4B inh 10, beta cell repl -4, A3G deaminase -5, hIAP activ 1.2, mIAP act 0.95 and APOBEC3A inh -1.
For C=CCNc1nc(NCc2ccccc2)c(C#N)c2c1CN(C)CC2 the results were hIAP block 0, MPTP block 5.6, mIAP inh -6, ATG4B inh -8, beta cell repl -1, A3G deaminase -3, hIAP activ 0.99, mIAP act 1.1 and APOBEC3A inh -3.
Cc1nc2nc(-c3ccco3)nn2c(C)c1Cl was read as hIAP block -10, MPTP block -0.2, mIAP inh -4, ATG4B inh 3, beta cell repl -3, A3G deaminase 0, hIAP activ 1.1, mIAP act 1 and APOBEC3A inh 2.
Screening CC(C)=C(C#N)c1nc2ccccc2s1 returned hIAP block 25, MPTP block 0.1, mIAP inh 5, ATG4B inh 2, beta cell repl 1, A3G deaminase -12, hIAP activ 0.75, mIAP act 0.95 and APOBEC3A inh -6.
For Cc1ccccc1CN1C2=NCCCN2c2ccccc21 the results were hIAP block -8, MPTP block 1.2, mIAP inh -4, ATG4B inh -2, beta cell repl -2, A3G deaminase -2, hIAP activ 1.1, mIAP act 1 and APOBEC3A inh 1.
Cc1cnc(C(=O)NCC(=O)Nc2ccccc2Br)cn1 was read as hIAP block 4, MPTP block -1.4, mIAP inh 12, ATG4B inh 0, beta cell repl 0, A3G deaminase 8, hIAP activ 0.96, mIAP act 0.88 and APOBEC3A inh 8.
Screening O=C(Cc1nnc(NC(=O)Nc2ccccc2)s1)Nc1ccccc1 returned hIAP block 14, MPTP block 4.2, mIAP inh 6, ATG4B inh 1, beta cell repl 2, A3G deaminase -6, hIAP activ 0.86, mIAP act 0.94 and APOBEC3A inh -4.
For Cc1ccccc1C(=O)O/N=C(\N)Cc1cccs1 the results were hIAP block 7, MPTP block -0.6, mIAP inh 6, ATG4B inh -2, beta cell repl -2, A3G deaminase 3, hIAP activ 0.93, mIAP act 0.94 and APOBEC3A inh 0.
Screening O=C(c1cccc(-c2nnc(-c3ccccc3)o2)c1)N1CCCCCC1 returned hIAP block 11, MPTP block -0.8, mIAP inh 3, ATG4B inh 16, beta cell repl -3, A3G deaminase -7, hIAP activ 0.89, mIAP act 0.97 and APOBEC3A inh -1.
`O=[N+]([O-])c1cccc(-c2nnc(C3CC3)o2)c1` gave hIAP block 11, MPTP block -2.1, mIAP inh 5, ATG4B inh -10, beta cell repl -1, A3G deaminase -7, hIAP activ 0.89, mIAP act 0.95 and APOBEC3A inh -3.
For CC(CCc1ccccc1)NC(=O)CSc1nc(N)cc(N)n1 (configuration not stated) the results were hIAP block 4, MPTP block -0.3, mIAP inh -4, ATG4B inh -16, beta cell repl -2, A3G deaminase 1, hIAP activ 0.96, mIAP act 1 and APOBEC3A inh 5.
CC1CCCC(=NNC(=O)C2COc3ccccc3O2)C1 (configuration not stated) was read as hIAP block -8, MPTP block -2.4, mIAP inh -7, ATG4B inh -63, beta cell repl 1, A3G deaminase -7, hIAP activ 1.1, mIAP act 1.1 and APOBEC3A inh -1.
COc1ccccc1-n1nnnc1SCC(=O)NC1CCCC1 was read as hIAP block 6, MPTP block 3.8, mIAP inh -3, ATG4B inh 6, beta cell repl 1, A3G deaminase -10, hIAP activ 0.94, mIAP act 1 and APOBEC3A inh -7.
For COc1cc(NC(=O)N2CCOCC2)cc(OC)c1 the results were hIAP block 4, MPTP block 7.1, mIAP inh -15, ATG4B inh 12, beta cell repl -4, A3G deaminase 0, hIAP activ 0.96, mIAP act 1.2 and APOBEC3A inh 8.
For CC(Nc1cccc(C(=O)NC2CC2)c1)c1nnc(-c2ccccc2)o1 (configuration not stated) the results were hIAP block 16, MPTP block 0.6, mIAP inh -2, ATG4B inh 3, beta cell repl 1, A3G deaminase -3, hIAP activ 0.84, mIAP act 1 and APOBEC3A inh -1.
N#Cc1cccc(NC(=O)CCC2CCCC2)c1 was read as hIAP block 2, MPTP block 0.3, mIAP inh -6, ATG4B inh -1, beta cell repl 0, A3G deaminase -3, hIAP activ 0.98, mIAP act 1.1 and APOBEC3A inh -1.
For Cc1cc(O)c(NC(=O)c2ccc(C)c([N+](=O)[O-])c2)cc1C the results were hIAP block -2, MPTP block -0.9, mIAP inh 12, ATG4B inh 16, beta cell repl -1, A3G deaminase -4, hIAP activ 1, mIAP act 0.88 and APOBEC3A inh -1.
Screening COc1cc(CN2CCC(n3nccc3NC(=O)CCCc3ccccc3)CC2)ccc1O returned hIAP block -47, MPTP block -1.1, mIAP inh -47, ATG4B inh 20, beta cell repl 0, A3G deaminase -7, hIAP activ 1.5, mIAP act 1.5 and APOBEC3A inh -6.
For CC(C)C[C@H](NC(=O)N1CCn2c1nc1ccccc12)C(=O)N[C@H](Cc1ccccc1)C(=O)O the results were hIAP block -8, MPTP block 2.0, mIAP inh 11, ATG4B inh -13, beta cell repl -2, A3G deaminase -4, hIAP activ 1.1, mIAP act 0.89 and APOBEC3A inh -2.
`c1ccc(-c2oc3ncnc(NCCN4CCOCC4)c3c2-c2ccccc2)cc1` gave hIAP block 3, MPTP block 1.5, mIAP inh 0, ATG4B inh -35, beta cell repl 0, A3G deaminase -8, hIAP activ 0.97, mIAP act 0.99 and APOBEC3A inh -4.
`O=C(CN1C(=O)C2C3CCC(C3)C2C1=O)NCc1ccco1` (configuration not stated) gave hIAP block 8, MPTP block -0.7, mIAP inh -3, ATG4B inh -13, beta cell repl 4, A3G deaminase -3, hIAP activ 0.92, mIAP act 1 and APOBEC3A inh 0.
CN1C(=O)c2ccc(NC(=O)c3cccc(N4C(=O)CCC4=O)c3)cc2C1=O was read as hIAP block 16, MPTP block 1.6, mIAP inh -6, ATG4B inh -12, beta cell repl -2, A3G deaminase 2, hIAP activ 0.84, mIAP act 1.1 and APOBEC3A inh 0.
CC(=O)c1nc(N2C(=O)CC(Cc3ccccc3)C2=O)sc1C (configuration not stated) was read as hIAP block -5, MPTP block -2.9, mIAP inh 1, ATG4B inh -8, beta cell repl 0, A3G deaminase -6, hIAP activ 1, mIAP act 0.99 and APOBEC3A inh 4.
`CCC1Oc2ccccc2N(CC(=O)NCCN2CCc3ccccc3C2)C1=O` (configuration not stated) gave hIAP block -14, MPTP block -1.0, mIAP inh -7, ATG4B inh -2, beta cell repl -2, A3G deaminase -4, hIAP activ 1.1, mIAP act 1.1 and APOBEC3A inh 9.
C/C=C(\C)C(=O)N1CCC(C(=O)c2ccccc2)CC1 was read as hIAP block 7, MPTP block -0.3, mIAP inh -6, ATG4B inh 5, beta cell repl -1, A3G deaminase -3, hIAP activ 0.93, mIAP act 1.1 and APOBEC3A inh 0.
`CCOCCCNC(=S)NCCc1ccccc1` gave hIAP block -10, MPTP block 0.3, mIAP inh 7, ATG4B inh 2, beta cell repl 3, A3G deaminase -12, hIAP activ 1.1, mIAP act 0.93 and APOBEC3A inh -4.
`COc1ccc(SC[C@H](C)CN2CC[C@H](C)CCC2=O)cc1` gave hIAP block 5, MPTP block -1.8, mIAP inh -3, ATG4B inh 0, beta cell repl 5, A3G deaminase -9, hIAP activ 0.95, mIAP act 1 and APOBEC3A inh -2.
COc1cccc(/C=N/Nc2cc(N3CCOCC3)ncn2)c1O was read as hIAP block -37, MPTP block -0.6, mIAP inh 6, ATG4B inh 0, beta cell repl -1, A3G deaminase -8, hIAP activ 1.4, mIAP act 0.94 and APOBEC3A inh -1.
For COC(=O)c1cccnc1N1CCN(c2ccccc2F)CC1 the results were hIAP block 18, MPTP block 0.5, mIAP inh 2, ATG4B inh -1, beta cell repl 2, A3G deaminase -8, hIAP activ 0.82, mIAP act 0.97 and APOBEC3A inh -4.
For O=P(c1ccccc1)(c1ccccc1)N(c1ccccc1)c1ccccc1 the results were hIAP block 12, MPTP block 3.1, mIAP inh 3, ATG4B inh -3, beta cell repl 4, A3G deaminase -2, hIAP activ 0.88, mIAP act 0.97 and APOBEC3A inh 2.

Among those listed so far, three contain a furan ring, fused or not.
Cc1nc2nc(-c3ccco3)nn2c(C)c1Cl was read as hIAP block -10, MPTP block -0.2, mIAP inh -4, ATG4B inh 3, beta cell repl -3, A3G deaminase 0, hIAP activ 1.1, mIAP act 1 and APOBEC3A inh 2.
`c1ccc(-c2oc3ncnc(NCCN4CCOCC4)c3c2-c2ccccc2)cc1` gave hIAP block 3, MPTP block 1.5, mIAP inh 0, ATG4B inh -35, beta cell repl 0, A3G deaminase -8, hIAP activ 0.97, mIAP act 0.99 and APOBEC3A inh -4.
`O=C(CN1C(=O)C2C3CCC(C3)C2C1=O)NCc1ccco1` (configuration not stated) gave hIAP block 8, MPTP block -0.7, mIAP inh -3, ATG4B inh -13, beta cell repl 4, A3G deaminase -3, hIAP activ 0.92, mIAP act 1 and APOBEC3A inh 0.

Screens deposited in PubChem by Sanford-Burnham Center for Chemical Genomics.
